IEC-6 tox = kills IEC-6 intestinal cells in KLF5 counter-screen. IEC-6 cytotoxicity, luminescence viability. inhibition, % at 5 µM. 290,000 tested, 0.78% active; in the data active means inhibition above about 22%;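 further: 0% = plate median of test compound wells and 100% = cytotoxic reference compound wells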
GSK3beta inhib = inhibitors of human GSK3beta kinase. activity score (negative = inhibition), % at 10 µM. AID 2097. GST-GSK3beta kinase, ADP-Glo luminescence, 60 min; hits give low values. P49841. 300,000 tested, 0.038% active;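 active means more than half of replicate wells score below -50%, meaning over 50% inhibition versus plate controls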;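 further: 0% = median DMSO wells and -100% = median GW8510 positive control wells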
Target sequence (P49841 whole entry, looked up): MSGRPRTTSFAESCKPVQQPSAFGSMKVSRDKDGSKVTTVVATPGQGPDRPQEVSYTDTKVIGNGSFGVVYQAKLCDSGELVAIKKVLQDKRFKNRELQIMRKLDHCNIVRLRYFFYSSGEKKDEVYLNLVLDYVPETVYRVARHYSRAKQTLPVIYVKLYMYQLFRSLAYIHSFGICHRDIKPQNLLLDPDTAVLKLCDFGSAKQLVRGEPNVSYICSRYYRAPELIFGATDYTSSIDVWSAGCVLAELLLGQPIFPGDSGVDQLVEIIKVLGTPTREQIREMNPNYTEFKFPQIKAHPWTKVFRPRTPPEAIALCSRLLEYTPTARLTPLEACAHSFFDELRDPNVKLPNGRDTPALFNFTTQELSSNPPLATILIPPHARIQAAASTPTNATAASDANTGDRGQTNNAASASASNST
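Assay system: GST-fused GSK3beta enzyme, cell-free / Medium: Tris pH 7.5 buffer with MgCl2, DTT, BSA, heparin / Also added: peptide substrate plus 25 µM ATP (final) / Compound: 10 µM single point / Timing: kinase reaction with compound 60 min at room temperature / Detection: ADP-Glo luminescence / Benchmarks: DMSO neutral wells and GW8510 at 20 µM as positive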
HSF1 inhib = HSF1 inhibition | NIH3T3-HGL HSE-luciferase, MG132-induced, luminescence 8 h; hits give low values | activity change, negative = inhibition, % at 7.5 µM (by protocol) | 300,000 tested, 0.77% active | AID 2098;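 active means more than half of replicate wells show activity change below -50%, luminescence cut by over half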;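 further: luciferase reports HSF-1 transcriptional activity via heat shock element; 0% = median of DMSO wells and -100% = zero luminescence signal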
HSP90 inh = inhibitors of HSP90 luciferase refolding in rabbit reticulocyte lysate; luciferase refolding luminescence, 3 h; inhibition, % at 5.6 µM; 290,000 tested, 0.91% active; AID 1789;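 active means inhibition above the screen-wide mean plus 3 SD, computed separately per campaign, cut at about 16% in these data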;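 further: 0% = DMSO wells and 100% = 60 µM geldanamycin wells; inhibitors lower the luminescence because luciferase stays unfolded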
DYRK1A inh = Dyrk1A (rat) kinase inhibition; Q63470; ADP-Glo luminescence, NFATc1 peptide; 310,000 tested, 0.43% active; AID 504441; inhibition, % at 12.5 µM; in the data active means inhibition above about 50%;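 further: plate controls were vehicle with enzyme for no effect and no enzyme for full effect; many of its hits are not listed in these tables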
HSF-1 act = increases HSF-1 driven luciferase reporter signal | NIH3T3-HGL HSF-1 luciferase reporter, MG132, 8 h; 100% = twice DMSO control signal | 300,000 tested, 1.7% active | activation, % at 9 µM;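 active means mean replicate activation of at least 50% with a set share of replicates each reaching 50%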;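 further: 0% = median of the neutral control wells and 100% = twice that signal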
GSK3A inh = inhibitors of human GSK-3 alpha kinase | ADP-Glo luminescence, 60 min | 320,000 tested, 0.1% active | AID 2650 | P49840 | inhibition, % at 10 µM;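 in the data active means inhibition above about 50%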;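 further: GST-tagged GSK-3 alpha with peptide substrate and 25 µM ATP; 0% = DMSO neutral wells and 100% = GW8510 positive control wells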
Target sequence (P49840 whole entry, looked up): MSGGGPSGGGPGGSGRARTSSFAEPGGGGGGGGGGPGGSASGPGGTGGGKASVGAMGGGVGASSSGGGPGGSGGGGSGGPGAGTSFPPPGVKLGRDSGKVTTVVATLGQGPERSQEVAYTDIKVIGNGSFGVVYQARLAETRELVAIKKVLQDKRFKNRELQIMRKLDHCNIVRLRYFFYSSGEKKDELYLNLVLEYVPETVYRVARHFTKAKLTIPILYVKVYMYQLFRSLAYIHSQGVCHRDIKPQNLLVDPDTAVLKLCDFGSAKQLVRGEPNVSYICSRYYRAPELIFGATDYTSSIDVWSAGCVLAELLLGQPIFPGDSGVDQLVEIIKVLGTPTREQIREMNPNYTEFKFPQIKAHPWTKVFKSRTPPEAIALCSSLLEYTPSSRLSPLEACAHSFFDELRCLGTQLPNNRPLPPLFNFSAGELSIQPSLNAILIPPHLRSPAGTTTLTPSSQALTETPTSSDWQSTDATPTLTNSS
Platelet DG rel = platelet dense granule release activity; human platelet-rich plasma, SFLLRN dense granule ATP release, luminescence; inhibition, %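 (compounds screened at 7.5 µM in platelet-rich plasma)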; 300,000 tested, 0.22% active;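 active means mean replicate score, as percent of positive control, at or above 50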
KLF5 inhibitor = inhibitors of KLF5 expression; DLD-1 KLF5 promoter-luciferase reporter, luminescence; inhibition, % at 5 µM; 290,000 tested, 0.23% active; AID 1700;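 active means inhibition above a per-plate limit of that plate's mean compound inhibition plus 3 SD, cut at about 60% in these data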;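 further: 0% = DMSO wells and 100% = LY294002 at 200 µM; higher means less KLF5 promoter-driven luciferase light; inactives centre near -14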
aSyn 5UTR inh = MLPCN primary screen, SNCA 5' untranslated region; inhibition, % (tested at 7.5 µM); AID 1813; alpha-synuclein 5'UTR reporter, inhibitor activity; 300,000 tested, 0.82% active; in the data active means inhibition above about 60%;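 further: H4 neuroglioblastoma cells stably carrying SNCA 5'UTR luciferase fusion; 0% = DMSO wells and 100% = positive control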
Numbers without * were called inactive; / = no result given.

Structure	IEC-6 tox	GSK3beta inhib	HSF1 inhib	HSP90 inh	DYRK1A inh	HSF-1 act	GSK3A inh	Platelet DG rel	KLF5 inhibitor	aSyn 5UTR inh
N=C1/C(=C\c2ccc(-c3ccc(C(=O)O)cc3)o2)C(=O)N=C2SC=C(c3ccccc3)N12	-23	-3	-6	9	-8	-6	/	-1	-20	-29
CCn1c(C(=O)O)c(CC(=O)NC2CCCCCC2)c2ccccc21	-4	6	5	-1	-7	4	-4	11	-21	13
CC(NCCc1ccc(S(N)(=O)=O)cc1)C(=O)NCCc1ccc(F)cc1 (stereo not drawn)	-4	4	-4	-4	-5	-18	-1	1	-19	-6
O=C(CSc1nnc(CNC(=O)c2ccco2)o1)Nc1ccccc1F	2	/	3	0	-2	5	-1	-2	4	-17
COc1ccc(/C=C2\CCc3ccccc3C2=O)cc1Cn1nc(C)cc1C	-1	2	4	4	-2	10	-1	-3	-11	24
CCOCc1nnc(NC(=O)C2CC(=O)N(CCc3ccc(F)cc3)C2)s1 (stereo not drawn)	-6	1	-7	-4	1	3	-3	18	-12	-3
COc1ccc(Cn2nc(C)cc2C)cc1OC	4	1	-5	0	1	13	-4	5	-17	-1
CCN(CC)c1ccc(NC(=O)c2c(OC)cccc2OC)c(C)c1	2	1	2	-5	2	27	2	-3	-39	-2
COc1ccc(C(=O)NNC(=O)c2ccc(S(=O)(=O)N3CCCCC3)cc2)cc1	2	2	-5	0	/	2	1	2	-3	2
CCNc1nc(NC(C)C)nc(Nn2cnnc2)n1	1	-19	-5	0	4	6	0	-1	15	-7
Cn1cc(Br)c(C(=O)NNC(=O)c2ccc(Cl)cc2)n1	-7	1	2	-4	-6	10	3	0	-43	-94
O=C1Nc2ccccc2C1=Nc1cccc(Cl)c1	0	1	10	1	9	28	0	-5	-2	5
Fc1ccccc1COc1ccccc1CNCc1ccncc1	2	2	3	4	3	1	3	0	-35	20
O=S(=O)(c1cccc2nsnc12)N1CCNCC1	-2	1	2	1	-1	-2	-1	-4	-13	4
CCN(CC)C(=O)C1CCN(S(=O)(=O)c2cccc3nonc23)CC1	0	-2	-6	1	-4	1	-36	2	-5	20
COC(=O)c1cc2c(ccn2-c2ccc(F)cc2)n1CC(=O)C(C)(C)C	-7	-1	11	1	-2	11	1	1	-18	-2
COc1ccc(C2=NS(=O)(=O)N(C)C(C(=O)Nc3ccc(C(C)=O)cc3)=C2)cc1OC	8	-2	-6	-2	3	2	0	5	-43	29
S=c1[nH]nc(COc2ccccc2)n1/N=C/c1cccc(Br)c1	2	1	5	2	8	11	9	-5	4	7
Cc1csc(NC(=O)C2CCCN(S(=O)(=O)c3ccc4c(c3)oc(=O)n4C)C2)n1 (stereo not drawn)	-2	-4	3	-1	-3	0	4	0	-11	13
COc1cc(O)c(C(CCN2CCOCC2)c2ccc(N(C)C)cc2)c(OC)c1 (stereo not drawn)	/	-1	1	/	-1	-4	/	0	/	26
COCCN1C(=O)c2ccc(C(=O)Nc3nccs3)cc2C1=O	4	-4	-1	-2	2	-5	1	1	-15	-13
CCN(CC)CCNC(=O)c1cc2c(-c3cccc(OC)c3)nn(C)c2s1	6	-8	-6	1	27	5	3	-7	-29	-48
CC(=O)C1=C(O)C(=O)N(Cc2ccccc2)C1c1ccc(Cl)cc1 (stereo not drawn)	-5	3	-2	-5	1	4	-4	1	-10	13
CC1CN(c2nc(-c3ccc(Br)cc3)nnc2-c2ccccc2)CC(C)N1 (stereo not drawn)	7	1	-10	-1	0	3	1	-2	-18	-28
COc1cccc(N2C(=O)CC(N3CCN(C(=O)c4ccco4)CC3)C2=O)c1 (stereo not drawn)	4	2	5	4	-2	4	/	-6	8	-8
COc1ccc(C(=O)C/C(=C\C(=O)c2ccc(C)cc2)c2ccccc2)cc1	1	4	-1	-2	3	24	-1	4	-2	33
COc1ccccc1NC(=O)c1ccccc1NS(C)(=O)=O	0	2	-4	2	-6	-22	-1	1	20	-3
Cn1c(=O)[nH]c(NC2CCCCC2)c([N+](=O)[O-])c1=O	-7	5	-3	-2	-4	-7	-3	6	-22	9
CNC(=S)Nc1cccc([N+](=O)[O-])c1	-6	1	-5	1	-2	4	0	19	8	-6
CN(c1ccccc1)S(=O)(=O)c1ccc(C(=O)NCCc2ccc(F)cc2)cc1	-4	1	4	2	2	6	-2	-2	-29	0

Exported as labelled records: part of the list above
Fc1ccccc1COc1ccccc1CNCc1ccncc1
  IEC-6 tox: 2
  GSK3beta inhib: 2
  HSF1 inhib: 3
  HSP90 inh: 4
  DYRK1A inh: 3
  HSF-1 act: 1
  GSK3A inh: 3
  Platelet DG rel: 0
  KLF5 inhibitor: -35
  aSyn 5UTR inh: 20

O=S(=O)(c1cccc2nsnc12)N1CCNCC1
  IEC-6 tox: -2
  GSK3beta inhib: 1
  HSF1 inhib: 2
  HSP90 inh: 1
  DYRK1A inh: -1
  HSF-1 act: -2
  GSK3A inh: -1
  Platelet DG rel: -4
  KLF5 inhibitor: -13
  aSyn 5UTR inh: 4

The results go on:
Structure	IEC-6 tox	GSK3beta inhib	HSF1 inhib	HSP90 inh	DYRK1A inh	HSF-1 act	GSK3A inh	Platelet DG rel	KLF5 inhibitor	aSyn 5UTR inh
O=C(NCCc1ccco1)C(=O)NCC1OCCCN1S(=O)(=O)c1cc(F)ccc1F (stereo not drawn)	-2	-3	3	2	0	-7	0	-2	-16	-4
Cc1ccnn1CCC(=O)N1CCCC(N2CCN(c3cccc(Cl)c3)CC2)C1 (stereo not drawn)	1	-3	2	0	5	-3	-1	23	-24	4
C[C@@H]1CC=C[C@H]2[C@H]1C(=O)N(Cc1ccccc1)[C@H]2c1ccc(-c2ccc(N(C)C)cc2)cc1F	/	2	6	/	-7	-11	1	3	/	22
Cc1cc(C)cc(NC(=O)COC(=O)c2cc(=O)[nH]c(=O)[nH]2)c1	-4	0	-18	6	-4	-4	-1	6	-25	8
O=C(CN(C(=O)CCC(=O)Nc1ccccn1)c1cccc(F)c1)NCc1ccco1	8	1	-8	0	-7	-17	1	4	-13	8
CC(=O)N(C1=C(O)c2ccccc2C(=O)C1=O)C1CCCCC1	3	/	0	5	2	10	5	3	-17	26
O=C(Nc1ccc2c(c1)OCO2)c1ccc2c(c1)OCO2	5	0	12	7	7	39	-2	46	-74	12
CC1Sc2ccc(S(=O)(=O)N3CCC(C(=O)N(C)Cc4ccco4)CC3)cc2NC1=O (stereo not drawn)	2	2	-2	0	-3	-1	-1	8	-44	-6
CC(C)(C)c1ccc(C(=O)Nc2ccc(F)cc2)s1	0	0	34	5	16	78*	-3	14	-121	-140
COc1ccccc1NC(=O)C1=C(C)NC(=O)NC1c1ccccc1F (stereo not drawn)	0	/	/	-1	-3	/	-1	/	-14	/
CC(C(=O)Nc1ncccn1)(c1ccccc1)c1ccccc1	-4	1	-2	-2	1	-4	-6	1	-15	-10
COCCn1cnc2c1c(=O)n(Cc1ccccc1C#N)c(=O)n2Cc1ccccc1	1	3	3	2	-5	-11	-1	-10	12	-11
Cc1cc(C)cc(OCc2ccc(C(=O)N3N=C(C(F)F)CC3(O)C(F)F)o2)c1 (stereo not drawn)	-5	3	0	1	-8	10	/	11	-15	-1
Cc1n[nH]c(C)c1NC(=O)c1cc([N+](=O)[O-])ccc1Cl	6	1	-8	1	2	5	/	0	-14	-15
CCCCn1cnc2sc(-c3ccccc3)cc2c1=O	2	2	32	4	3	56*	-2	0	-98	-213
CC(C)c1ccc(/C=N/NC(=O)c2ccccn2)cc1	0	0	11	28*	5	34	4	35	-90	20
O=C1C=C(NCc2ccccc2)C2(CCCCC2)O1	-3	0	3	-2	-1	1	-1	8	12	4
O=C(NCc1ccco1)c1ccc2c(=O)n(-c3ccccc3)c(=S)[nH]c2c1	0	0	-2	0	-2	13	7	10	7	10
Cc1cccc(CS(=O)(=O)c2nnc([C@H](Cc3ccccc3)NC(=O)OC(C)(C)C)o2)c1	19	4	-68*	10	2	-69	-5	8	2	-12
COc1ccc(S(=O)(=O)Nc2cccc(-c3ccc4nncn4n3)c2)c(OC)c1	/	0	-3	/	9	-5	1	0	/	16
CSc1nc2ccc(NC(=O)C3CC(=O)N(Cc4ccco4)C3)cc2s1 (stereo not drawn)	3	4	-1	1	4	11	0	0	-24	-24
Cn1c(=O)c(C(=O)COc2ccc(C#N)cc2)c(N)n(Cc2ccccc2)c1=O	2	2	5	2	-5	15	0	-2	-3	37
COc1ccc(NC(=O)C(NC(C)=O)C(=O)NCc2ccccc2)cc1 (stereo not drawn)	-4	3	/	1	1	/	2	/	-12	/
O=c1/c(=C/c2ccccn2)sc2n1CN(c1ccccc1)CN=2	-9	3	3	-5	-9	-6	-7	-4	3	-31
Cc1cccc(Nc2nc(NCc3ccco3)nc(N3CCOCC3)n2)c1	31*	3	1	-2	-1	-15	0	5	-47	2
CN=C1S/C(=C\c2ccc(OCC(=O)OC)c(OC)c2)C(=O)N1C	2	0	-3	2	0	16	0	13	-16	-4
Cc1ccc(N(CC(=O)N2CCN(c3ccc(F)cc3)CC2)S(=O)(=O)c2c(C)nn(C)c2C)cc1	0	-1	12	0	-1	15	-1	2	-56	-16
CCCCC1=CC2=C(c3ccco3)C(=O)C(C)(OC(=O)c3ccc(OC)cc3)C(=O)C2=CN1CCc1ccccn1 (stereo not drawn)	/	1	-3	/	-6	-2	0	6	/	0
Cc1ccc(C(=O)CCC2CCCC2=O)cc1 (stereo not drawn)	-3	-2	23	2	-2	26	0	-3	-49	-100
CCSc1ccccc1C(=O)Nc1ccc(S(=O)(=O)NC(C)=O)cc1	8	-4	-1	0	3	-4	-1	-4	-6	-5
COc1ccc(NS(=O)(=O)c2c(C)[nH]c(=O)[nH]c2=O)c(OC)c1	2	1	-1	3	-5	-3	1	-2	4	-4
Cc1ccc(C)c(CN2CCSCC2)c1	-1	3	3	0	/	5	-2	12	-23	6
Cc1cc(C)nc(/N=C(\NC(=O)C(C)(C)C)Nc2ccc(F)cc2)n1	1	3	3	0	/	15	-3	7	-9	-9
O=C(CO/N=C/c1ccccc1OC(F)F)NC1CCCC1	4	1	-7	3	-3	-15	2	4	-7	12
CCOC(=O)N/N=C(/C)c1cccc(-n2cnnn2)c1	-2	-4	-4	4	0	0	7	1	19	-1
O=C1CCCc2c1cc(-c1ccccc1)n2-c1ccc(O)cc1	7	-1	3	-2	5	20	1	6	-16	14
Cc1ccc(OCCSc2nc3ccccc3n2CC(=O)O)cc1	-11	1	10	-5	-3	10	-2	-3	-11	7
O=C1[C@H]2[C@@H](c3ccc(F)cc3)N3C(=O)N(c4cccc(Br)c4)C(=O)[C@@]3(Cc3ccccc3)[C@H]2C(=O)N1C1CCCCC1	/	0	-6	/	-4	-12	9	-4	/	-55
COc1ccc(COc2cc(-c3cccc(OC)c3)nc3ccc(NC(C)=O)cc23)cc1	10	3	5	1	5	18	-4	3	-5	15
NC(=O)CC(NC(=O)Cc1cccc2ccccc12)c1ccc(NCCN2CCCC2)c([N+](=O)[O-])c1 (stereo not drawn)	-6	2	0	-2	1	-19	-3	4	-24	-3
COc1ccc(S(=O)(=O)NCc2c(-c3ccccc3)noc2C)c(OC)c1	-3	-1	1	8	-4	10	2	0	-12	-10

Screens as filed in PubChem.

Not all compounds are listed, so the mix of outcomes need not match the whole.
